Screening data as filed in PubChem BioAssay.
Apaf-1 inh – inhibitors of human Apaf-1 apoptosome, primary screen, biochemical, DEVD-Rh110 fluorescence, uHTS. Apoptotic protease-activating factor 1 (Homo sapiens), O14727. reconstituted apoptosome caspase-3 activity. inhibition, % at 20 µM. 330,000 tested, 0.71% active; active = inhibition of at least 40% at 20 µM;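 note: plate controls were DMSO wells for no effect and DEVD-CHO caspase inhibitor wells for full effect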
Target sequence (O14727 whole entry, looked up): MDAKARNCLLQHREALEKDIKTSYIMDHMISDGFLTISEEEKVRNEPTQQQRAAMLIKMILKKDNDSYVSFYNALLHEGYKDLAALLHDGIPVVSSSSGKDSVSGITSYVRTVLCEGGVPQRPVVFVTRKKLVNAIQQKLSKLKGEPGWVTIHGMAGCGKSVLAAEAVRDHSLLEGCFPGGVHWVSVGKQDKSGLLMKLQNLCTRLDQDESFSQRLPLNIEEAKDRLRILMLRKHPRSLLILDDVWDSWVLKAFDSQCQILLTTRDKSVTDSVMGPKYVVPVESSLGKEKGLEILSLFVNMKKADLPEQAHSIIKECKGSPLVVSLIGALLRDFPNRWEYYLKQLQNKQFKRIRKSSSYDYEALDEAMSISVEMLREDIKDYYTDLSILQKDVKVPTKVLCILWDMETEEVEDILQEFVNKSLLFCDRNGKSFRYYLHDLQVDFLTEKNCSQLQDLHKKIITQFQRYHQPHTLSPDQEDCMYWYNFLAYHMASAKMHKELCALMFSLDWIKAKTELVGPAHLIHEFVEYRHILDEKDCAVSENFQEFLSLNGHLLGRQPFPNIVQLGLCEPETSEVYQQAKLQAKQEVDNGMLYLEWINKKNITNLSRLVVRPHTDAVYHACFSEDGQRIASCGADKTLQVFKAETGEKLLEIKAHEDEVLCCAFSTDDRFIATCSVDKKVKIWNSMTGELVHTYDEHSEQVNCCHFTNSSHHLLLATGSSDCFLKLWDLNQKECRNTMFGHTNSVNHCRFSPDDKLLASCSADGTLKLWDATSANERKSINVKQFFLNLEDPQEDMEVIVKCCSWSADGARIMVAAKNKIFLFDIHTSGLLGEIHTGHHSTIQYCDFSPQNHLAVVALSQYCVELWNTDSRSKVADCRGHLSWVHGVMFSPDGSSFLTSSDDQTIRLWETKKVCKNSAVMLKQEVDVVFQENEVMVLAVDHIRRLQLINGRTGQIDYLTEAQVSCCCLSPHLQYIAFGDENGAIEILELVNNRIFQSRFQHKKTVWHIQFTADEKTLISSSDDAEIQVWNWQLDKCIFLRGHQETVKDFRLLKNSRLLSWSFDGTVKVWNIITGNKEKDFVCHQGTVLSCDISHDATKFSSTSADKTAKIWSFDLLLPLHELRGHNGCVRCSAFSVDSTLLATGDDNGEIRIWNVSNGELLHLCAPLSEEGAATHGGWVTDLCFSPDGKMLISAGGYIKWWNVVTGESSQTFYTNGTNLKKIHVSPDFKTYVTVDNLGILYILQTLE
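Material: reconstituted apoptosome with Apaf-1, cytochrome c, caspase-9, procaspase-3, dATP; medium: pH 7.5 Hepes buffer with CHAPS, BSA, DTT; also added: cytochrome c and DEVD-Rh110 substrate; timing: 30 min plus 50 min, RT; signal: Rh110 fluorescence intensity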
SENP1 FRET inh – human SENP1 catalytic domain inhibitors, primary screen, biochemical, FRET, uHTS. inhibition, % at 10 µM. recombinant SENP1 catalytic domain, CyPet-SUMO1-YPet FRET cleavage. 360,000 tested, 0.21% active. AID 624204, 2012;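 active = inhibition at least 30% at 10 µM, raw YFP signal under a set limit, fluorescence ratio 0.5 to 1.5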;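 note: 0% = enzyme with DMSO and 100% = no enzyme wells; some results filed as inactive read as strong as hits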
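Assay system: hSENP1 catalytic domain, recombinant. Amount: SENP1 enzyme, 20 pM final. Schedule: 50 min reaction, RT, dark. Technique: FRET, CFP and YFP emission. Control set: no-enzyme wells low, DMSO-plus-enzyme wells high control.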
SENP8 block-1 – human SENP8 protease inhibitors, primary screen, biochemical, fluorescence, Nedd8 protein substrate, uHTS; inhibition, % at 20 µM; recombinant SENP8; AID 602440, 2012; 360,000 tested, 0.64% active; Sentrin-specific protease 8 (Homo sapiens), Q96LD8; in the data active = inhibition mostly above about 40%, no sharp cut-off; inactive = mostly below about 27%
PfG6PD inh – PfG6PD enzyme inhibitors, primary screen, biochemical, fluorescence intensity, uHTS; inhibition, % at 20 µM; glucose-6-phosphate dehydrogenase-6-phosphogluconolactonase (Plasmodium falciparum 3D7); PfGluPho enzyme, NADPH resazurin-diaphorase fluorescence; 350,000 tested, 0.78% active; AID 504690, 2011;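 active = inhibition reaching at least a set limit at 20 µM in the primary screen, cut at about 59% in these data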;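 note: 0% = DMSO wells with substrate and 100% = DMSO wells lacking glucose-6-phosphate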
HKDC1 inh – HKDC1 hexokinase inhibitors, primary screen, biochemical, fluorescence, uHTS; recombinant HKDC1, G6PDH/diaphorase resazurin coupled fluorescence; inhibition, % at 20 µM; 340,000 tested, 0.16% active;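 active = inhibition above about 35% when tested at 20 µM, limit read from the data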;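 note: plate controls were DMSO wells with enzyme for no effect and DMSO wells lacking enzyme for full effect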
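Assay system: recombinant HKDC1 hexokinase; detection: coupled resazurin fluorescence, excitation 525 nm, emission 613 nm; benchmarks: DMSO-plus-enzyme-mix negative control, buffer-substituted positive control; compound dosing: single 20 µM dose; schedule: 90 min at room temperature in dark; also added: glucose plus 1 mM ATP as hexokinase substrates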
SENP6 inh – SENP6 protease inhibitors, primary screen, biochemical, luminescence, uHTS; Sentrin-specific protease 6 (Homo sapiens), Q9GZR1; Recombinant SENP6 catalytic domain, aminoluciferin luminescence; inhibition, % at 10 µM; 330,000 tested, 1.8% active; AID 2599, 2010;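 active = inhibition above about 50% at the single tested dose, limit read from the data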;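 note: plate controls were DMSO wells with enzyme for no effect and DMSO wells lacking enzyme for full effect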
SENP8 block-2 – SENP8 protease inhibitors, primary screen, biochemical, luminescence; purified SENP8, Z-RLRGG-aminoluciferin cleavage; inhibition, % at 10 µM; 330,000 tested, 1.2% active; AID 2540, 2010; in the data active = inhibition above about 50%
SENP7 inh – SENP7 protease inhibitors, primary screen, biochemical, luminescence, uHTS; Sentrin-specific protease 7 (Homo sapiens), Q9BQF6; recombinant SENP7, Z-RLRGG-aminoluciferin luminescence, 40 min; inhibition, % at 5 µM; 330,000 tested, 1.5% active; AID 434973, 2010;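 active = inhibition above about 50% at the single test dose, limit read from the data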;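 note: plate controls were DMSO with enzyme for no effect and no enzyme buffer wells for full effect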
NALP3 yeast inh – NALP3 inflammasome inhibitors in reconstituted yeast, primary screen, luminescence, uHTS; inhibition, % at 10 µM; AID 2825, 2010; Yeast reconstituted NLRP3/ASC/caspase-1, beta-gal luminescence, 24 h; 330,000 tested, 0.39% active;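 active = inhibition of 50% or more; inactive = inhibition below 50%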;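 note: plate controls were induced DMSO wells for no effect and uninduced yeast grown without galactose for full effect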
* = called active by the depositor.

SMILES | Apaf-1 inh | SENP1 FRET inh | SENP8 block-1 | PfG6PD inh | HKDC1 inh | SENP6 inh | SENP8 block-2 | SENP7 inh | NALP3 yeast inh
O=C(NC1CCCc2c1cnn2-c1cc(F)cc(F)c1)c1ccc[n+]([O-])c1 (stereo not given) | -3 | 1 | 6 | -1 | -4 | 10 | 3 | -4 | 13
CC(C)(C)c1ccc(C(CC(=O)O)NC(=O)C23CC4CC(CC(C4)C2)C3)cc1 (stereo not given) | 4 | 0 | 11 | -9 | 0 | 17 | 4 | 5 | 7
COc1ccc(S(=O)(=O)Nc2ccccc2C(=O)N2CCCCC2)cc1C | 8 | 0 | 7 | 1 | -7 | -12 | -2 | -4 | 22
Cc1cc(C)nc(-n2ncc3c2CCCC3=O)n1 | -16 | 1 | 7 | -7 | -5 | -9 | -3 | -2 | 10
COc1ccc(C(=O)Nc2ccc(NC(C)=O)cc2)cc1S(=O)(=O)N(C)Cc1ccccc1 | -4 | 2 | 12 | 10 | 1 | 12 | 0 | -10 | 0
CC1CC(C)CN(C(=O)CCNC(=O)Cn2ccc3ccccc3c2=O)C1 (stereo not given) | -1 | 1 | -9 | 0 | -6 | 9 | -8 | -1 | 8
CC1(C)C2CCC1(CS(=O)(=O)Nc1ccccc1)C(=O)C2 (stereo not given) | 2 | 0 | 2 | -1 | -6 | -6 | -4 | -10 | 2
O=C(NC(=S)N1CCN(c2ccc([N+](=O)[O-])cc2Cl)CC1)c1ccco1 | 3 | 0 | 16 | -14 | 15 | -11 | -14 | -8 | 25
COc1ccc(Cc2n[nH]c(=S)n2C)cc1Br | 0 | -1 | 3 | 6 | -5 | -20 | 1 | 0 | 10
COc1cccc(CNC(=O)C2CCN(S(=O)(=O)c3cccc4cccnc34)CC2)c1 | 1 | 4 | 12 | 4 | -8 | -6 | 7 | -6 | -1
Cc1c(Cl)c([N+](=O)[O-])nn1CCCC(=O)N(Cc1ccccc1)Cc1ccccc1 | 22 | 2 | 6 | 9 | -2 | -5 | -1 | 6 | -3
COc1cc(OC)cc(C(=O)NNC(=O)CN2C(=O)NC(C)(c3ccccc3)C2=O)c1 (stereo not given) | -5 | 0 | 18 | -22 | -1 | -8 | -4 | -7 | 19
COc1ccc(CCNC(=O)COc2ccccc2[N+](=O)[O-])cc1OC | -8 | -2 | 26 | 3 | -2 | -18 | -10 | -8 | -10
O=C1c2oc3ccc(Cl)cc3c(=O)c2C(c2cccc(Br)c2)N1CCO (stereo not given) | 13 | 1 | 0 | -18 | -1 | -6 | -6 | -8 | 5
CCc1ccc(CN(C)C(C)C(=O)Nc2ccc(S(=O)(=O)N3CCCC3)cc2)cc1 (stereo not given) | 15 | 0 | 15 | 19 | 2 | 13 | 12 | -4 | 6
CCN1C(=O)[C@@H]2[C@@H](c3ccc(SC4CCCCC4)cc3)N3CCCC[C@@]3(C(=O)OC)[C@@H]2C1=O | 26 | -35 | -12 | 23 | 2 | 10 | 0 | -3 | -2
CC(C)Cn1c(=O)c(-[n+]2ccccc2)c([O-])c2ccccc21 | -6 | -1 | -13 | 10 | -9 | -18 | 3 | 6 | 7
O=C(COC(=O)C1CC1)Nc1ncc(C(F)(F)F)cc1Cl | -1 | -3 | -11 | 5 | -8 | -15 | 3 | 4 | 2
COCCSc1nnc(NC(=O)Cc2cccs2)s1 | -31 | -1 | 10 | -22 | 9 | 0 | -1 | -5 | 1
Cc1ccc(Cn2c(=O)c3ccccc3n3nc(C)cc23)cc1 | 13 | 1 | -197 | 5 | 3 | -17 | -4 | -7 | -4
O=C(c1ccc(N2CCCS2(=O)=O)cc1)N1CCN(c2ccccc2)CC1 | -3 | 2 | 0 | 2 | -4 | 10 | -2 | 1 | 17
COc1ccc(C2C(=O)c3ccccc3C2=O)cc1OC | -17 | 2 | -2 | 1 | -3 | 16 | 1 | 4 | 2
CC(=O)NC(CC(=O)OCC(=O)c1c(N)n(CC(C)C)c(=O)n(C)c1=O)c1ccccc1 (stereo not given) | -5 | 2 | 11 | -3 | -4 | 0 | 6 | 0 | 1
COc1ncnc(OC)c1S(=O)(=O)NCc1ccccc1 | 1 | 2 | 16 | -3 | 0 | 0 | -6 | -11 | -3
O=C(Nc1ccc2c(c1)OCO2)c1ccccc1SCC(=O)N1CCCC1 | 2 | 1 | 6 | 11 | -1 | 3 | -1 | 0 | 8

Single records, as listed above.
CCc1ccc(CN(C)C(C)C(=O)Nc2ccc(S(=O)(=O)N3CCCC3)cc2)cc1 (stereo not given) across the screens: Apaf-1 inh: 15; SENP1 FRET inh: 0; SENP8 block-1: 15; PfG6PD inh: 19; HKDC1 inh: 2; SENP6 inh: 13; SENP8 block-2: 12; SENP7 inh: -4; NALP3 yeast inh: 6
O=C(Nc1ccc2c(c1)OCO2)c1ccccc1SCC(=O)N1CCCC1 across the screens: Apaf-1 inh: 2; SENP1 FRET inh: 1; SENP8 block-1: 6; PfG6PD inh: 11; HKDC1 inh: -1; SENP6 inh: 3; SENP8 block-2: -1; SENP7 inh: 0; NALP3 yeast inh: 8

Shown as comma-separated lines: part of the list above.
molecule,Apaf-1 inh,SENP1 FRET inh,SENP8 block-1,PfG6PD inh,HKDC1 inh,SENP6 inh,SENP8 block-2,SENP7 inh,NALP3 yeast inh
COc1ccc(CCNC(=O)COc2ccccc2[N+](=O)[O-])cc1OC,-8,-2,26,3,-2,-18,-10,-8,-10
O=C1c2oc3ccc(Cl)cc3c(=O)c2C(c2cccc(Br)c2)N1CCO (stereo not given),13,1,0,-18,-1,-6,-6,-8,5
CCc1ccc(CN(C)C(C)C(=O)Nc2ccc(S(=O)(=O)N3CCCC3)cc2)cc1 (stereo not given),15,0,15,19,2,13,12,-4,6
CCN1C(=O)[C@@H]2[C@@H](c3ccc(SC4CCCCC4)cc3)N3CCCC[C@@]3(C(=O)OC)[C@@H]2C1=O,26,-35,-12,23,2,10,0,-3,-2

(cont.)
SMILES | Apaf-1 inh | SENP1 FRET inh | SENP8 block-1 | PfG6PD inh | HKDC1 inh | SENP6 inh | SENP8 block-2 | SENP7 inh | NALP3 yeast inh
CSc1ccccc1NC(=O)COc1ccc2c(c1)OCO2 | 45* | 2 | 2 | -2 | 2 | 4 | 6 | 16 | 40
Nn1c(SCC(=O)Nc2c(Cl)cccc2Cl)nncc1=O | -6 | 1 | 25 | -7 | -23 | -2 | 0 | -2 | 2
O=C(CSc1ccc(Br)cc1)N1CCN(C(=O)c2ccco2)CC1 | 3 | 1 | 1 | -8 | 12 | -1 | -2 | 2 | 7
CC(C)Sc1nc2c(c(=O)n1-c1ccc(F)cc1)SCC2 | 27 | 1 | 12 | 12 | 0 | -13 | -10 | 9 | 5
O=C(NCc1ccccc1)c1ccc(NC(=O)c2ccccc2F)cc1 | -8 | 0 | -4 | -8 | -1 | -9 | 3 | 0 | 4
O=C(O)CCCCCNc1ccc2nsnc2c1[N+](=O)[O-] | 3 | -1 | 22 | -14 | -7 | 3 | 5 | 0 | 19
COc1ccc(OC)c2c(C)cc(N3CCN(C(=O)c4ccc(Cl)cc4)CC3)nc12 | 27 | -14 | -300 | -3 | 2 | 69* | 42 | 24 | 19
c1ccc(Cc2noc(CN3CCCC(CN4CCOCC4)C3)n2)cc1 (stereo not given) | -21 | -1 | 12 | -3 | -1 | -2 | 4 | -4 | 14
COc1ccccc1C(=O)NC(=O)COC(=O)CCOc1cc(C)ccc1C | 23 | 1 | 4 | -3 | -1 | 0 | -1 | -10 | 21
Cc1sc(NC(=O)c2ccco2)c(CN2CCCCC2)c1C | 4 | 5 | 2 | -13 | 0 | 22 | 0 | 11 | 11
O=C(COC(=O)c1cccc(S(=O)(=O)N2CCCCCC2)c1)Nc1ccccc1C(F)(F)F | 2 | 2 | 4 | 8 | -5 | -9 | 5 | -1 | -4
Cc1ccc(C(C)C)c(OCC(=O)Nc2sc3c(c2C#N)CC(C)(C)NC3(C)C)c1 | 30 | -23 | 10 | 7 | 16 | -3 | 7 | -4 | 32
O=C(C[n+]1cc(-c2ccc(F)cc2)n2c1CCC2)Nc1nc(-c2ccc(F)cc2)cs1 | 15 | 1 | 28 | 1 | -8 | -9 | -6 | -1 | 1
Cc1ccccc1NC(=O)c1ccc(CN(c2ccccc2)S(=O)(=O)c2ccccc2)cc1 | 7 | 3 | 7 | 1 | -3 | 5 | -1 | 11 | 6
Cc1cc(NC(=O)CCC(=O)N(Cc2cccs2)C(C(=O)NC2CCCC2)c2cccnc2)no1 (stereo not given) | -2 | 2 | 20 | -25 | -2 | -2 | -1 | -6 | -23
CN(c1ccccc1)S(=O)(=O)c1ccc(Cl)c(C(=O)Nc2nn[nH]n2)c1 | -9 | -1 | 8 | 5 | -11 | 3 | -5 | 8 | 25
Cc1c(OCC(=O)NCC(O)c2ccccc2)ccc2c3c(c(=O)oc12)CCCC3 (stereo not given) | 16 | 0 | -88 | 2 | 7 | -8 | 1 | 3 | 25
Cc1cc(C)n2ncc(C(=O)NC3CCCCC3)c2n1 | 8 | -1 | -350 | 14 | -7 | -12 | 3 | 9 | 26
Fc1ccc(N/N=C2/CC(c3ccccc3)Oc3ccccc32)c(F)c1 (stereo not given) | 11 | 1 | -14 | 7 | -3 | -2 | -2 | -2 | -14
CC(C)(C)N(Cc1ccccc1)C(=O)c1ccc(Br)o1 | 22 | 2 | 11 | -3 | 7 | -6 | -8 | -5 | -2
CC1C(=O)CC(c2ccccc2)N(C)C1c1ccccc1 (stereo not given) | 11 | 1 | 11 | -35 | 1 | -6 | -1 | 5 | 17
COCCOC(=O)C1=C(C)NC(C)=C(C(=O)OC(C)C)C1c1cccc([N+](=O)[O-])c1 (stereo not given) | 9 | 3 | 16 | 7 | 2 | -8 | 5 | 7 | 11
Cc1ccccc1C(=O)NC(C)c1ccc2c(c1)CCCC2 (stereo not given) | 7 | 3 | 18 | -11 | 4 | -18 | -11 | -9 | 37
CSc1ccccc1NC(=O)c1cc(C)on1 | -8 | 1 | 4 | -6 | -5 | 6 | -7 | -1 | 1
Cc1ccccc1OCc1nnc(SCC(=O)NCc2ccco2)n1C | -7 | 1 | 7 | 20 | -8 | 5 | -3 | -1 | -2
O=C(COc1coc(CN2CCN(c3ccccc3)CC2)cc1=O)Nc1ccccc1 | 4 | 1 | 4 | -7 | -4 | -15 | 1 | 1 | 36
O=C(CSc1ccc(-c2ccccn2)nn1)N1CCCc2ccccc21 | -2 | 0 | 14 | 11 | -7 | -6 | 1 | 13 | 25
Nc1ccc(C(=O)NCc2ccccc2)cc1 | -19 | 2 | 27 | -27 | 18 | -18 | 0 | 2 | 4
CC1CCCN(C(=O)c2ccc(NC(=O)CC3SC(N4CCCC4)=NC3=O)cc2)C1 (stereo not given) | 6 | 3 | -8 | -10 | 1 | -3 | -1 | 6 | 12

Random draw from the library, and some 4.1% of all compounds hit somewhere here.
